Screening data deposited in PubChem by The Scripps Research Institute Molecular Screening Center.
PAFAH2 inh: PAFAH2 (human) inhibition | Q99487 | AID 492956 | inhibition, % at 3.39 µM | recombinant PAFAH2, FP-rhodamine activity probe, fluorescence polarization | 340,000 tested, 0.99% active;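 active = inhibition above the mean over all tested compounds plus 3 SD, cut at about 30% in these data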;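 also: inhibitors block probe labeling of enzyme so polarization drops; 0% = enzyme with DMSO and 100% = wells lacking PAFAH2 protein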
PAFAH1B3 FP inh: blocks human PAF acetylhydrolase 1B catalytic subunit 3 | Q15102 | recombinant PAFAH1B3, FP-rhodamine probe, fluorescence polarization | inhibition, % at 3.39 µM | 340,000 tested, 0.28% active | AID 492972;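 active = inhibition above the screen-wide average of all tested compounds plus 3 SD, cut at about 25% in these data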;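 also: 0% = enzyme with DMSO only and 100% = wells lacking PAFAH1B3 protein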
Target sequence (Q15102 whole entry, looked up): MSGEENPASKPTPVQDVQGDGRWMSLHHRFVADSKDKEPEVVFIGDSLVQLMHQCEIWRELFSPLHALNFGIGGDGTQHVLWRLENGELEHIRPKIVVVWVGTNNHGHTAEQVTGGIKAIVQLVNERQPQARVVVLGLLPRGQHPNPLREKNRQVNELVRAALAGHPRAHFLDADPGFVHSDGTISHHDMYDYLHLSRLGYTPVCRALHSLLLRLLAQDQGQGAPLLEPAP
PAFAH1B2 FP inh: PAFAH1B2 (human) inhibition. recombinant PAFAH1B2, FP-rhodamine activity probe, fluorescence polarization. inhibition, % at 3.39 µM. 340,000 tested, 1.2% active. AID 492953;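 active = inhibition above the mean of all tested compounds plus 3 SD, cut at about 24% in these data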;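 also: 0% = enzyme with DMSO and 100% = wells lacking PAFAH1B2; many of its hits are not listed in these tables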
Target sequence (P68402 whole entry, looked up): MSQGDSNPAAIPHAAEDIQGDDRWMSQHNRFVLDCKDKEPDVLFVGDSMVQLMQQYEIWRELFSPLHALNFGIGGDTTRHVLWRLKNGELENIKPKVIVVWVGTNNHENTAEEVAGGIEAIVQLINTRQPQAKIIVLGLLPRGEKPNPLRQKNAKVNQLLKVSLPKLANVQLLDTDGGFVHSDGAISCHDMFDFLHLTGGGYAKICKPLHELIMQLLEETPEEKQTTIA
* hit, by the source's call. These rows are one share of the data (hit frequency here may not be typical).

SMILES | PAFAH2 inh | PAFAH1B3 FP inh | PAFAH1B2 FP inh
O=C(Cc1ccc(S(=O)(=O)N2CCOCC2)s1)N1CCN(S(=O)(=O)c2cccc(F)c2)CC1 | 1.2 | 5.1 | -4.8
COC(=O)C1=CN(c2ccc(Cl)cc2)C=C(C(=O)OC)C1c1ccc([N+](=O)[O-])cc1 | -4.3 | 13.8 | 4.2
O=C(c1ccc(Cl)cc1)N1CCN(c2ccnc3cc(Cl)ccc23)CC1 | 6.9 | 1.0 | 2.8
O=C(O)c1ccc(Oc2ccc([N+](=O)[O-])cc2)c([N+](=O)[O-])c1 | -4.5 | 6.5 | 1.8
CC(C)(C)c1ccc(OCCC(=O)Nc2cccc(S(=O)(=O)NC3=NCCCCC3)c2)cc1 | -3.4 | 3.9 | 1.0
COc1ccccc1C(CNC(=O)c1ccc(NS(=O)(=O)c2ccc(C(C)=O)cc2)cc1)N1CCCC1 (stereo unspecified) | 0.0 | -5.7 | -4.3
CCOC(=O)c1cc2c(=Cc3ccc(N(C)C)cc3)c3ccccc3n2[n+]1C | 2.7 | 13.2 | 0.2
CCS(=O)(=O)C1=NN2C(=N)/C(=C\c3ccc(SCc4ccco4)o3)C(=O)N=C2S1 | -33.7 | -57.6 | -22.7
NC(=O)c1cc(S(=O)(=O)N2CCCC2)ccc1OCCOc1ccccc1F | 2.2 | 6.6 | -0.2
Cc1ccc(Cn2c(N3CCNCC3)nc3c2c(=O)[nH]c(=O)n3C)cc1 | -5.4 | 12.0 | 2.5
CC(NC(=O)COC(=O)Cc1cccs1)c1ccc(F)cc1 (stereo unspecified) | 10.6 | 5.9 | 5.8
S=C(NCc1ccccc1)NCc1ccccc1Cl | -4.6 | -4.0 | -0.2
Nc1nc(N2CCOCC2)n[nH]1 | 5.3 | 4.0 | 8.1
Cc1cc(C)n2nc(N)nc2n1 | 5.4 | -1.4 | 5.8
Cc1ccc(NC(=O)C2CC3CCC2C3)c(Br)c1 (stereo unspecified) | -4.0 | 7.7 | 5.5
CC1(c2ccccc2)NC(=O)N(CC(=O)NNC(=O)c2ccccc2F)C1=O (stereo unspecified) | 0.6 | 10.2 | 1.6
O=C1C(CO)C(CO)C(CO)C1CO (stereo unspecified) | 4.3 | 3.7 | 2.9
CN(CC(=O)NCC(=O)Nc1ccc(F)cc1)CC(=O)Nc1ccc(Cl)c(C(F)(F)F)c1 | 0.4 | 0.2 | 27.8*
NC1=NC(=O)NC1(c1ccccc1)c1ccccc1 | 3.5 | 8.1 | 1.7
O=C1CSC(=S)N1N=Cc1ccc2c(c1)OCO2 | 1.3 | 7.9 | 3.6
CCCCCCOc1ccc(/C=N/NC(=O)C2CC2)cc1 | -1.2 | 1.6 | 0.9
Cc1cc(OCCn2nc(C(=O)O)c3ccccc3c2=O)ccc1C(C)C | -7.4 | -3.8 | 7.7
Cc1ccc(CN2C(=O)CCC2C(=O)NCCCN2CCC(C)CC2)cc1 (stereo unspecified) | 5.2 | 2.1 | 2.7
Clc1cccc(CN2CCSCC2)c1Cl | 1.1 | 8.9 | 11.4
COc1ccc(CCn2c(C)cc(C(=O)CN3C(=O)C(=O)N(C4CCCC4)C3=O)c2C)cc1OC | 2.9 | 7.1 | 3.5
O=C(CC(c1ccccc1)c1cc(Cl)ccc1O)NCCCN1CCOCC1 (stereo unspecified) | 7.0 | 7.1 | -3.1
CCn1c([N+](=O)[O-])nc2c1c(=O)[nH]c(=O)n2C | 2.4 | 1.4 | 4.7
Cc1cc(C)cc(CN2CCC(Oc3ccc(C(=O)N4CCCC4)cc3)CC2)c1 | -3.5 | 7.1 | 2.2
COc1ccc(S(=O)(=O)NCC(c2ccc(F)cc2)N2CCOCC2)cc1Br (stereo unspecified) | 0.2 | -4.9 | 0.5
CC1=C(C(=O)OC(C)C)C(c2ccc(Cl)cc2)n2c(s/c(=C\c3ccc(OCC(=O)O)cc3)c2=O)=N1 (stereo unspecified) | 0.8 | -4.8 | -5.0
COc1ccc(C(=O)N2[C@@H](C(C)C)COc3cc(Br)ccc3S2(=O)=O)cc1 | -1.8 | 6.7 | 6.5
CCOc1cc2[nH]c(=S)n(Cc3ccc(C(=O)O)cc3)c(=O)c2cc1OCC | -0.1 | -2.4 | -3.2
O=C1CC[C@@H]2CC(N3CCN(c4ccccc4)CC3)C[C@@H]3CCN1[C@H]23 (stereo partly specified) | -5.2 | 4.6 | 1.8
COc1ccc(NC(=O)N2CCN(S(=O)(=O)c3ccc(F)cc3)CC2)c(OC)c1 | -1.7 | -6.1 | 2.5
CCOC(=O)c1c(C)[nH]c(C(=O)CN2C(=O)NC(C)(C)C2=O)c1C | 5.7 | 2.3 | 2.5
CN1CCC(OC(c2ccccc2)c2ccc(Cl)cc2)C1 (stereo unspecified) | -5.9 | 0.9 | 4.1
O=C(Nc1ccncc1)C1CC(=O)N(c2ccccc2)C1 (stereo unspecified) | 6.9 | 10.6 | 2.9
CNC(=O)OCN1C(=O)C2CC=CCC2C1=O (stereo unspecified) | 7.5 | 7.2 | 7.6
COc1ccc(-n2ncc3c2CC(C)(C)CC3NC(=O)CN2CCOC2=O)cc1 (stereo unspecified) | -0.3 | 14.1 | 2.9
CCN(C(=O)COC(=O)/C=C/c1c(C)nn(-c2ccccc2)c1C)c1c(N)n(Cc2ccccc2)c(=O)[nH]c1=O | 3.4 | 6.6 | 0.4
O=c1[nH]c(=O)n(C2CC(O)C(CO)O2)cc1Br (stereo unspecified) | 2.4 | 12.0 | 1.3
CC(=O)NC(CC(=O)NCCc1ccccc1)c1ccccc1 (stereo unspecified) | -6.2 | 9.4 | 9.6
NCCNC(=O)c1c(O)c2cccc3c2n(c1=O)CCC3 | 5.7 | 8.4 | 1.1
O=C1c2cc(O)c(O)cc2OC(c2ccc(O)c(O)c2)C1O (stereo unspecified) | 2.6 | 18.1 | 6.2
N/C(Cc1cccc2ccccc12)=N\OC(=O)c1ccccc1F | -1.7 | 4.6 | -1.2
CCN1C[C@@H]2[C@@H]3C(=O)N(Cc4ccccc4)C(=O)[C@@H]3[C@](Cc3ccccc3)(C1=O)N2C(=O)c1ccc(C(C)(C)C)cc1 | 5.1 | 0.9 | -1.8
O=C(COC(=O)c1ccco1)NCC1CCCCC1 | 80.3* | 4.9 | 7.4
CCOc1nc(NC(=O)NS(=O)(=O)c2ccccc2F)nc(-c2ccccc2)n1 | -1.8 | 2.2 | 0.1
O=C(NNC(=O)C1CC1)c1cccc([N+](=O)[O-])c1 | -6.7 | 2.8 | -0.3
O=C(c1ccccc1NS(=O)(=O)c1ccc(Br)cc1)N1CCOCC1 | -3.8 | 1.9 | 1.4
CC(=O)Nc1cc2c(cc1Cl)-c1ccccc1C2O (stereo unspecified) | -3.0 | 4.7 | 0.9
Cc1ccc(-c2nc(=O)[nH]c3ccc(Br)cc23)cc1 | 5.4 | 2.4 | 2.5
COc1ccccc1NS(=O)(=O)c1ccc(NC(=O)c2[nH]nc(OC)c2[N+](=O)[O-])cc1 | 2.8 | 11.2 | -3.7
CC(C)(C)OC(=O)N1CCC(C(=O)Nc2cccc(C(=O)NCCCCc3ccccc3)c2)CC1 | -0.6 | 1.2 | 6.3
Cc1cc(OCCCC(=O)Nc2cc(S(=O)(=O)N3CCOCC3)ccc2N2CCOCC2)ccc1Cl | 8.8 | -1.2 | -0.3

23 successive compounds out of the list so far, for reference:
SMILES | PAFAH2 inh | PAFAH1B3 FP inh | PAFAH1B2 FP inh
O=C(Cc1ccc(S(=O)(=O)N2CCOCC2)s1)N1CCN(S(=O)(=O)c2cccc(F)c2)CC1 | 1.2 | 5.1 | -4.8
COC(=O)C1=CN(c2ccc(Cl)cc2)C=C(C(=O)OC)C1c1ccc([N+](=O)[O-])cc1 | -4.3 | 13.8 | 4.2
O=C(c1ccc(Cl)cc1)N1CCN(c2ccnc3cc(Cl)ccc23)CC1 | 6.9 | 1.0 | 2.8
O=C(O)c1ccc(Oc2ccc([N+](=O)[O-])cc2)c([N+](=O)[O-])c1 | -4.5 | 6.5 | 1.8
CC(C)(C)c1ccc(OCCC(=O)Nc2cccc(S(=O)(=O)NC3=NCCCCC3)c2)cc1 | -3.4 | 3.9 | 1.0
COc1ccccc1C(CNC(=O)c1ccc(NS(=O)(=O)c2ccc(C(C)=O)cc2)cc1)N1CCCC1 (stereo unspecified) | 0.0 | -5.7 | -4.3
CCOC(=O)c1cc2c(=Cc3ccc(N(C)C)cc3)c3ccccc3n2[n+]1C | 2.7 | 13.2 | 0.2
CCS(=O)(=O)C1=NN2C(=N)/C(=C\c3ccc(SCc4ccco4)o3)C(=O)N=C2S1 | -33.7 | -57.6 | -22.7
NC(=O)c1cc(S(=O)(=O)N2CCCC2)ccc1OCCOc1ccccc1F | 2.2 | 6.6 | -0.2
Cc1ccc(Cn2c(N3CCNCC3)nc3c2c(=O)[nH]c(=O)n3C)cc1 | -5.4 | 12.0 | 2.5
CC(NC(=O)COC(=O)Cc1cccs1)c1ccc(F)cc1 (stereo unspecified) | 10.6 | 5.9 | 5.8
S=C(NCc1ccccc1)NCc1ccccc1Cl | -4.6 | -4.0 | -0.2
Nc1nc(N2CCOCC2)n[nH]1 | 5.3 | 4.0 | 8.1
Cc1cc(C)n2nc(N)nc2n1 | 5.4 | -1.4 | 5.8
Cc1ccc(NC(=O)C2CC3CCC2C3)c(Br)c1 (stereo unspecified) | -4.0 | 7.7 | 5.5
CC1(c2ccccc2)NC(=O)N(CC(=O)NNC(=O)c2ccccc2F)C1=O (stereo unspecified) | 0.6 | 10.2 | 1.6
O=C1C(CO)C(CO)C(CO)C1CO (stereo unspecified) | 4.3 | 3.7 | 2.9
CN(CC(=O)NCC(=O)Nc1ccc(F)cc1)CC(=O)Nc1ccc(Cl)c(C(F)(F)F)c1 | 0.4 | 0.2 | 27.8*
NC1=NC(=O)NC1(c1ccccc1)c1ccccc1 | 3.5 | 8.1 | 1.7
O=C1CSC(=S)N1N=Cc1ccc2c(c1)OCO2 | 1.3 | 7.9 | 3.6
CCCCCCOc1ccc(/C=N/NC(=O)C2CC2)cc1 | -1.2 | 1.6 | 0.9
Cc1cc(OCCn2nc(C(=O)O)c3ccccc3c2=O)ccc1C(C)C | -7.4 | -3.8 | 7.7
Cc1ccc(CN2C(=O)CCC2C(=O)NCCCN2CCC(C)CC2)cc1 (stereo unspecified) | 5.2 | 2.1 | 2.7
